# PP5 inh: PP5 phosphatase inhibitors, primary screen, biochemical, fluorescence; purified PP5c, OMFP substrate fluorescence; inhibition, % at 6.7 µM; hit rate 0.18% among 320,000; AID 1987, 2009;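 active = inhibition above the campaign's mean inhibition across all tested compounds plus 3 SD, cut at about 9.5% in these data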;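 also: 0% = DMSO only and 100% = 100 µM cantharidin control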
# Target sequence (P53041 whole entry, looked up): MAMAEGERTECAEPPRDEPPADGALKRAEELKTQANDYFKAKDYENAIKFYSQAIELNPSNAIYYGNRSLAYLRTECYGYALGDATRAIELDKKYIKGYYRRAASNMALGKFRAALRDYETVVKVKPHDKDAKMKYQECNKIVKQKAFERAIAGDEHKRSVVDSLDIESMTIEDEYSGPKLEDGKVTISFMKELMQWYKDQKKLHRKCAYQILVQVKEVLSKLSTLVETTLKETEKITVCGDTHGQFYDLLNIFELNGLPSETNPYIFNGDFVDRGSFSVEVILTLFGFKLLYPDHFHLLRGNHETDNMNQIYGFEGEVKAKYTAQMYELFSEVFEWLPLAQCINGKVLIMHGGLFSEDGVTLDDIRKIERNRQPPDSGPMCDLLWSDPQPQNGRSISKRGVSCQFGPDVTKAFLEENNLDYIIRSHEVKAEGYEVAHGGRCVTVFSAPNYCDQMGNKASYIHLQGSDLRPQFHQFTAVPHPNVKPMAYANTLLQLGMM
# procasp3 activ: activators of human procaspase-3 D3A mutant, primary screen, biochemical, absorbance, PC-3 D3A mutant, single concentration; Caspase-3 (Homo sapiens), P42574; recombinant procaspase-3 D3A, Ac-DEVD-pNA absorbance 405 nm; activation, % at 8.5 µM; hit rate 0.11% among 330,000; AID 463141, 2010;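 active = activation above the mean of all tested compounds plus 3 SD, cut at about 21% in these data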;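 also: 0% = DMSO alone and 100% = DMSO wells spiked with extra 5 µM PC-3 D3A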
# Target sequence (P42574 whole entry D9A/D28A/D175A): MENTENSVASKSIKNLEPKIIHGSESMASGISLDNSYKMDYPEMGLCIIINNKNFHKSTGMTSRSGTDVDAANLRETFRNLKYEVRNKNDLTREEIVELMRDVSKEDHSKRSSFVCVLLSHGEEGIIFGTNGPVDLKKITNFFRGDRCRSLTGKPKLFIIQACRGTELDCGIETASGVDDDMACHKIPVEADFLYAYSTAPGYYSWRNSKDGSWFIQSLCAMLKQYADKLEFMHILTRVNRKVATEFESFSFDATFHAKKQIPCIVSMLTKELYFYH
#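 Assay system: Autoprocessing-dead procaspase-3 D3A mutant enzyme; also added: Ac-DEVD-pNA; doses: one concentration, 8.5 µM nominal, 0.8% DMSO; times: 1 h compound preincubation, 2 h substrate hydrolysis at 25 °C; technique: 405 nm absorbance of p-nitroaniline, reads at 0 and 120 min; measure: % activation between DMSO and enzyme-spiked controls; repeats: single replicate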
# TPT1 inhibitor: Candida albicans TPT1 enzyme inhibitors, primary screen, biochemical, fluorescence polarization; hit rate 0.81% among 300,000; AID 1962, 2009; tRNA 2'-phosphotransferase TPT1 (Candida albicans SC5314); recombinant caTPT1, FP RNA substrate dephosphorylation; inhibition, % at 5 µM;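 active = inhibition above the mean of all tested compounds plus 3 SD, set per screening campaign, cut at about 24% in these data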;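 also: plate controls were DMSO alone for no effect and ferristatin control at 100 nM for full effect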
# core dimer inh: inhibitors of HCV core protein dimerization, primary screen, biochemical, TR-FRET, high-throughput; TR-FRET GST/Flag-core106 dimerization, 1536-well; inhibition, % at 5 µM; hit rate 0.33% among 300,000;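 active = inhibition above the mean of all tested compounds plus 3 SD, set per screening campaign, cut at about 45% in these data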
#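 Test system: GST/Flag-tagged HCV core106 proteins; Medium: KF-containing HEPES buffer, pH 7.45, DTT, CHAPS, BSA; Times: compound-protein-antibody incubation 4 h at 22.5 °C; Detection: TR-FRET 671 and 617 nm emission; Benchmarks: wells lacking GST-core106 and wells with excess unlabelled core106.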
# PP1 counter: PP1-alpha phosphatase inhibitors, primary screen, counter-screen for PP5 inhibitor project, biochemical, fluorescence, OMFP substrate, single point; purified PP1alpha; inhibition, % at 6.7 µM; AID 2235, 2010; hit rate 0.9% among 320,000; Serine/threonine-protein phosphatase PP1-alpha catalytic subunit (Homo sapiens), P62136;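 active = inhibition above the mean inhibition of all tested compounds plus 3 SD, computed separately for each screening campaign, cut at about 15% in these data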
# GASC-1 inh: inhibitors of GASC-1 histone demethylase, primary screen, biochemical, fluorescence, DELFIA europium. Lysine-specific demethylase 4C (Homo sapiens), Q9H3R0. GST-JMJD2C(1-420) H3K9me3 demethylation. inhibition, % at 2.35 µM. hit rate 0.069% among 330,000;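 active = more than half of a compound's replicate wells show inhibition beyond 50%, single wells judged on their own value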;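 also: signal counts dimethyl H3K9 product captured on neutravidin plate; 0% = median of DMSO wells and 100% = 0.3 times that DMSO median; strong numbers were not always called active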
# Efflux pump mplx: inhibitors of Candida efflux pumps in yeast, primary screen, S. cerevisiae, Nile Red, multiplex; S. cerevisiae Candida pump triplex; inhibition, % at 10 µM; hit rate 0.44% among 330,000; AID 485275, 2010;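 active = plate passing quality check with inhibition over a set limit, or well fluorescence over plate mean plus 4 SD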;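 also: Nile Red retained in pooled yeast measured as flow cytometry median fluorescence; 0% = buffer negative control and 100% = Enniatin B positive control; higher means more Nile Red kept so more efflux inhibition; some compounds called inactive have numbers as strong as hits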
# proCasp7 act: procaspase-7 activators, primary screen, counter-screen for procaspase-3 activator project, biochemical, absorbance, HTS, human | Caspase-7 (Homo sapiens), P55210 | recombinant procaspase-7, Ac-DEVD-pNA absorbance 405 nm; D23A/D198A/D206A triple mutant, cannot self-cleave; scale: DMSO 0, 5 µM enzyme 100 | activation, % at 8.5 µM | hit rate 0.093% among 330,000;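 active = percent activation above the screen-wide mean plus 3 SD, cut at about 25% in these data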
# Target sequence (P55210 whole entry D23A/D198A/D206A): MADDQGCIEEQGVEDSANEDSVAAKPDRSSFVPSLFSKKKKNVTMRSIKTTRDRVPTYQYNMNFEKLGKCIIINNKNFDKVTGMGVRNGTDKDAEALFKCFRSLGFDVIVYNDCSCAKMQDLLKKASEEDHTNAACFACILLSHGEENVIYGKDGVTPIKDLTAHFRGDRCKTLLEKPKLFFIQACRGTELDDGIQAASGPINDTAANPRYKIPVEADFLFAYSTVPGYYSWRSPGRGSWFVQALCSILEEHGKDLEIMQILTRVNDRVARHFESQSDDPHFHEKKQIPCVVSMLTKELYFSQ
#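 Assay system: Uncleavable procaspase-7 mutant enzyme; Input: 2 µM procaspase-7 mutant as dispensed; Also added: DEVD-pNA substrate; Medium: Zinc-free HEPES pH 7.4 with 300 mM NaCl, 0.01% Triton X-100; Timing: 1 h compound preincubation, 2 h substrate cleavage, 25 °C; Measured by: Epi-absorbance of released pNA at 405 nm, two timepoints.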
# Fh CTSL1 inh: Fasciola hepatica cathepsin L1 inhibitors, primary screen, counter-screen for PFM18AAP inhibitor project, biochemical, QFRET, fluorogenic peptide substrate; recombinant F. hepatica cathepsin L1, Z-Leu-Arg-MCA fluorescence; inhibition, % at 5.96 µM; hit rate 0.49% among 300,000;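 active = inhibition above the mean of all tested compounds plus 3 SD, set per screening campaign, cut at about 17% in these data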;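 also: 0% = plate median of test compound wells and 100% = 1 µM Z-Phe-Ala-diazomethylketone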
# An asterisk follows results filed as active; . = not tested or not shown; & = joins results of further samples.
SMILES,PP5 inh,procasp3 activ,TPT1 inhibitor,core dimer inh,PP1 counter,GASC-1 inh,Efflux pump mplx,proCasp7 act,Fh CTSL1 inh
CC(=O)Nc1ccc(S(=O)(=O)NCCc2csc(-c3cccnc3)n2)cc1,2.6,8,0,2,0,4,0.1,5,-1
Cc1cccc(NC(=O)c2ccccc2OCC(=O)N2CCCC2)c1C,1.0,-1,-4,-4,1,2,-0.1,3,-5
COc1ccc(S(=O)(=O)Nc2nc3ccccc3s2)cc1,3.0,-7,0,1,1,1,0.1,6,-2
Cc1ccc2c(c1)-n1c(nc3cc(C)ccc3c1=O)C(Cc1ccccc1)NC2=O (stereo not given),.,3,.,.,.,-182,-0.1,7,.
CCOc1nc(CC)nc(NC(=O)NS(=O)(=O)c2ccccc2Cl)n1,0.4,-5,5,-2,-1,7,0.1,6,-2
CC(C)(C)c1ccc(COC(=O)CN2C(=O)NC3(CCCC3)C2=O)cc1,1.7,3,3,0,0,-6,0.1,4,4
COC(=O)C1=C(C)NC(C)=C(C(=O)OCC2CCCO2)C1c1cccc(Br)c1 (stereo not given),1.9,1,-2,-6,1,10,0.2,-6,-2
O=C(CSc1n[nH]c(=O)n1C1CC1)c1ccc2c(c1)OCCO2,2.2,3,-1,-13,0,-34,-0.3,-16,-6
Cc1cc(C(=O)NC2CCCN(Cc3ccc(Cl)cc3)C2)c(C)o1 (stereo not given),4.2,1,2,15,-1,1,0.1,7,-4
Cc1ccc(C(=O)Nc2ccc(C(F)(F)F)n(C)c2=O)cc1,0.1,-4,-1,-2,-4,9,-0.1,8,15
CCN(c1ccccc1)S(=O)(=O)c1ccc(NC(=S)NC(=O)c2ccc(Br)o2)cc1,2.0,5,0,-16,0,-14,0.1,6,-7
Cc1cc(C)c2[nH]c(=O)c(CN(CC3CCCO3)C(=O)c3cnccn3)cc2c1 (stereo not given),0.7,8,-5,0,-4,-7,-0.1,-4,-2
COc1cc(C)ccc1OCCCCOc1ccccc1C(C)=O,2.9,-8,-3,5,-1,-5,0.1,2,0
CC(C)N(C(=O)CSc1nnc(CSc2ncccn2)n1C)C(C)C,0.5,6,4,2,-4,5,0.1,0,1
Brc1cccc(CNn2cnnc2)c1,-1.7,3,-2,-3,0,6,0.0,4,3
COc1ccc(S(=O)(=O)N(C)CC(=O)NCCc2ccccc2)cc1OC,0.9,-40,-1,-1,4,10,0.3,1,-2
N#Cc1cnn(Cc2ccccc2)c1/N=C/N1CCOCC1,1.0,7,-4,-4,-4,-1,0.0,7,-2
COc1ccc(N2CCN(C(=O)c3ccc4nc(N5CCCCC5)sc4c3)CC2)cc1,1.1,-1,2,0,-4,3,-0.2,4,2
CCOC(=O)c1cc2cc(CC(=O)c3ccc(OCC)cc3O)ccc2o1,0.8,4,1,0,-2,-7,0.0,0,-3
COc1ccc2c(c1)CC/C2=N\NC(=O)c1ccccc1,2.4,7,-3,-2,-2,-20,0.0,-1,-1
O=C1c2cc(S(=O)(=O)N(CCO)CCO)ccc2-c2ccc(S(=O)(=O)N(CCO)CCO)cc21,5.2,8,1,-2,5,-1,0.0,-3,3
COc1ccc(C(=O)Nc2nnc(CC(=O)N/N=C/c3ccc(O)cc3O)s2)cc1,1.1,-11,53*,-27,15,0,0.4,1,2
COc1ccc(C(=O)C[n+]2cc(-c3ccc(OC)cc3)n3c2CCCC3)cc1,0.8&0.1,-1&-7,-32&-5,2&-1,-3&3,-11&-10,0.0&-0.1,4&6,2&9
CCc1cccc(C)c1NC(=O)CSc1ncn[nH]1,0.7,5,-2,-8,-1,6,0.0,17,-2
O=C(NCCCNC(=O)c1ccco1)c1ccc(Cl)c(Cl)c1,-0.2,3,-2,7,0,-12,-0.1,11,2
# Carrying on:
SMILES,PP5 inh,procasp3 activ,TPT1 inhibitor,core dimer inh,PP1 counter,GASC-1 inh,Efflux pump mplx,proCasp7 act,Fh CTSL1 inh
Cc1nc(C(F)(F)F)ccc1C(=O)Nc1ccccc1N1CCOCC1,-1.4,-4,2,-7,-2,0,0.3,9,0
CCOC(=O)c1ccc(COC(=O)CNC(=O)CNC(=O)Cc2ccccc2)cc1,-1.8,3,1,-3,-1,1,-0.4,8,-8
Cc1ccc(C2=NN(Cc3nnc(-c4ccccc4)o3)C(=O)SC2)cc1,5.1,0,-1,13,2,-1,0.0,-1,-3
O=C(O)C1C2CC2CN1C(=O)c1ccc(Cl)cc1Cl (stereo not given),-1.0,0,0,-2,-1,-5,0.0,-3,-4
O=C(NCc1ccco1)c1ccc2c(c1)N(Cc1ccccc1)C(=O)CS2,-0.1,4,-1,-3,0,9,0.0,13,3
CCC(CCC(=O)NNC(=O)Cc1ccc([N+](=O)[O-])cc1)C(=O)O (stereo not given),1.9,1,-2,-1,-3,0,-0.1,-1,-1
Cc1ccc(-c2c(C(=O)N/N=C/c3ccsc3)nnn2-c2nonc2N)cc1,2.4,8,1,15,0,32,-0.3,14,1
O=C1CC2(CC(c3ccc(Cl)cc3)=NO2)C(=O)N1c1ccccc1 (stereo not given),1.9,13,-5,-3,0,-7,-0.1,7,-5
CCN(C(=O)COC(=O)/C=C/c1ccco1)c1c(N)n(Cc2ccccc2)c(=O)[nH]c1=O,-1.0,2,.,.,-1,-5,0.2,-6,.
O=C(c1ccco1)N1CCN(c2cc(N3CCOCC3)c(F)cc2[N+](=O)[O-])CC1,-1.4,-4,-6,1,-1,-1,-0.1,0,1
CCNc1nc(NCC)nc(C(=O)Nc2ccccc2)n1,3.1,0,-1,0,10,5,-0.1,9,2
CCOc1cc(N2CCOCC2)c(OCC)cc1NC(=O)c1ccc(NC(C)=O)cc1,0.3,-12,4,-2,-1,3,0.2,4,3
CC(=O)N1CCc2c(sc(NC(=O)C3CCCN3S(=O)(=O)c3cccs3)c2C(N)=O)C1 (stereo not given),2.7,10,-7,-7,-5,-22,-0.1,7,8
CCSc1nnc(-c2ccccc2N)c(=O)[nH]1,3.3,-14,0,-2,-1,-4,0.0,-2,-1
CN1CCN(S(=O)(=O)c2ccc(Br)s2)CC1,0.9,5,0,2,-1,3,0.0,1,-1
Cc1c(C2(O)CCCCC2)[nH]c2ccc(C(F)(F)F)cc12,.,21,.,.,.,-10,-0.1,1,.
O=S(=O)(c1cccc(S(=O)(=O)N2CCCC2)c1)N1CCCCC1,-1.5,3,-3,6,-1,3,0.1,-4,-3
CC1(C)Oc2ccc3ccc(=O)oc3c2/C(=C/Nc2ccc(O)cc2)C1=O,3.7,-12,0,-1,1,-3,0.1,-11,-2
O=C1/C(=C\c2ccco2)NC(=S)N1c1ccccc1,1.5,-4,18,18,6,-2,0.5,-7,-2
O=C(Cc1c(F)cccc1Cl)Nc1ccc(-n2cnnn2)cc1,1.5,-3,0,-2,0,.,0.0,3,1
O=C(Nc1ccc(Cl)cc1Cl)NC1CCCC1,3.6,-3,-4,-6,-4,-26,0.1,2,-1
COc1cc(-c2noc(C)c2C#Cc2ccccn2)cc(OC)c1OC,1.0,-4,-6,-13,0,11,0.0,-8,-1
Cc1ccccc1N1C(=O)C2C3CC(=O)C(c4ccccc43)C2C1=O (stereo not given),-0.4,0,-3,-1,-2,-2,-0.1,3,2
CC(=O)c1c(C)n([O-])c2ccccc2[n+]1=O,0.6,6,-1,-7,-3,8,0.1,6,6
CC(C)N(C)CCOC(=O)C1COc2ccccc2O1 (stereo not given),-1.5,1,-1,-2,-7,-3,-0.1,5,-2
# Remaining list, next part
SMILES,PP5 inh,procasp3 activ,TPT1 inhibitor,core dimer inh,PP1 counter,GASC-1 inh,Efflux pump mplx,proCasp7 act,Fh CTSL1 inh
CN(CC(=O)Nc1ccc(OC(F)(F)F)cc1)S(=O)(=O)c1cnc[nH]1,2.5,-5,0,-5,8,-4,0.1,4,-1
O=C(Cc1ccccc1)Nc1nnc(-c2ccccc2)o1,-0.6,-1,-3,-4,-1,-13,-0.2,10,-3
Cc1ccc(CN2C(=O)CCC2C(=O)NCCCN2CCOCC2)cc1 (stereo not given),-0.3,-2,3,-9,-7,-6,0.1,-4,-5
C/C=C/C=C/C(=O)Nc1cccc(C2=NOC3(C2)C[C@H](C(N)=O)N(C(=O)CC(c2ccccc2)c2ccccc2)C3)c1 (stereo not given in full),0.5,6,2,48*,9,15,-0.1,-3,3
O=C(CSc1nc(O)cc(=O)[nH]1)N1CCCc2ccccc21,-2.7,-8,-10,6,-2,29,0.0,-21,8
COc1ccc(N2C(=NC(=O)CCC3CCCC3)SC3CS(=O)(=O)CC32)cc1 (stereo not given),0.4,7,1,4,-4,2,0.1,1,-3
O=C(c1ccc([N+](=O)[O-])o1)N1CCN(c2nc3ccc(F)cc3s2)CC1,2.3,0,-5,0,-4,-1,0.0,0,4
O=C(NC12CC3CC(CC(C3)C1)C2)c1cccc([N+](=O)[O-])c1,1.4,2,2,5,-2,4,0.2,-4,-3
COc1ccccc1NC(=O)Cc1csc(NC(=O)c2ccccc2)n1,-1.1,-1,-5,-9,-2,-10,-0.1,11,8
Cc1ccc(C)c(C2=CSC3=NS(=O)(=O)CCN23)c1,2.3,1,0,0,6,14,-0.1,9,-1
CC(=O)Nc1ccc(NC(=O)c2ccccc2CC[N+](=O)[O-])cc1,3.9,-2,1,1,-1,7,-0.1,0,0
CCOc1cc(N2CCOCC2)c(OCC)cc1NC(=O)CC12CC3CC(CC(C3)C1)C2,3.9,-4,-1,2,5,1,-0.1,0,3
O=C1CC2(CCN(C(=O)c3c(F)cccc3F)CC2)Oc2ccccc21,-0.4,-1,-1,2,1,22,0.1,-7,1
O=C(c1ccco1)N1CCc2ccccc21,1.4,-3,0,1,1,16,0.0,15,-3
CCS(=O)(=O)N1Cc2ccccc2CC1C(=O)NCCc1c[nH]c2ccccc12 (stereo not given),4.6,5,2,20,3,8,0.0,3,2
CC(C)NCc1nnc(-c2ccc(Cl)cc2)o1,-1.8,4,1,2,-3,4,0.0,9,-1
CCc1ccc(OC(C)C(=O)Nc2ccc(S(=O)(=O)Nc3cc(C)on3)cc2)cc1 (stereo not given),2.5,5,-3,-6,2,2,0.0,-1,5
